# p53ts 32C kill: p53ts cell cytotoxicity, permissive temperature; AID 924; H1299-p53A138V at 32C, ATP luminescence viability, 24 h; Potency, µM (highest dose often 46.1 µM), for the others: at the top dose activity change, negative = cytotoxicity, most hits filed as cytotoxic; actives 0.93% (n = 130,000);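 also: 0% = DMSO and -100% = full killing by reference compound; nearly all actives have a fitted effect of over 55% in size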
#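 Cells: H1299 p53ts (A138V), 600/well, pre-incubated 16–30 h at 37C. Cpd up to 46 uM, 24 h, 32C. Readout: ATPlite luminescence, 20 min RT. Normalization: DMSO vs tamoxifen 100 uM. AC50 by Hill equation.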
# p53ts 39C kill: cytotoxicity in p53ts cells at nonpermissive temperature. H1299-p53A138V viability at 39C, ATP luminescence, 24 h. Potency, µM (series often up to 46.1 µM), for inactives: top-dose activity change, negative = cell killing, actives largely listed as cytotoxic. actives 1.5% (n = 130,000). AID 902; also: nearly all actives have a fitted effect of over 55% in size
# IkB signaling: suppresses IkB signaling in ABC-DLBCL reporter cells; ABC-DLBCL IkBa-CBG/CBR dual luciferase ratio, 4 h; response scale: scaled: untreated 0%, proteasome inhibitor 100%; Potency, µM (highest dose often 57.1 µM), without a hit: top-dose IkBa stabilization activation; actives 0.04% (n = 110,000); AID 445; active = well fitted curve in the direction sought with a large enough effect in the signal ratio, not every such curve was filed as active; inconclusive = small, poorly fitted or top-dose-only effect, or a change in a side signal; the % refers to the signal ratio;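 also: the direction sought is a rising ratio; 0% = basal untreated cells and 100% = reference inhibitor full response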
#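 Curves were fitted separately to fusion (green), unfused (red) and ratio luminescence, then classed by r2, magnitude and activity. Cells: OCI-Ly3, 4 h compound plus doxycycline at 37C; 10 uM MG-132 defined full response.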
# Peg3 imprint: genomic imprint erasure induction | mouse ES Peg3-LacZ reporter, beta-gal luminescence, 40 h | Potency, µM (top dose mostly 60.7 µM), for the others: at the top dose activity change, positive = activation, actives largely listed as activators | actives 0.02% (n = 110,000) | AID 1948;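 also: 0% = negative control wells on the plate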
#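 Readout: BetaGlo luminescence (5 min, room temp) for LacZ from the normally silent maternal Peg3 allele in female Peg3LacZ-Neo ES cells. Cells 300/well, 40 h, 37C, 5% CO2. Data normalized per plate to negative controls.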
# Active calls of the source: *; ? = inconclusive; . = no result given; [ ] = another dose, or the depositor's remark. Unless noted, calls follow the shape of the dose curve; as a rule, active = well fitted curve in the direction sought with a large enough effect; inconclusive = small, poorly fitted or top-dose-only effect, or another doubt; inactive = no such curve, though single readings can be large; an effect the other way counts as inactive or inconclusive. Unless noted, % is scaled to controls: 0 for no effect and ±100 for the full control effect; potency is read from the fitted curve at half-maximal effect. Compounds as they come; 1.8% or so of the library scored in one or more.
canonical_smiles | IkB signaling | p53ts 39C kill | p53ts 32C kill | Peg3 imprint
CCC(=O)N1CCc2cc(S(=O)(=O)CCC(=O)Nc3ccc(OC(F)(F)F)cc3)ccc21 | -0.3% | 21% | 2% | -6%[10.9 µM]
CC1=Nc2ncnn2C(c2ccccc2)/C1=N\O (configuration not stated) | -0.1% | -4% | -2% | -9%
CCS(=O)(=O)c1ncc(Cl)c(C(=O)N2CCN(c3cccc(Cl)c3)CC2)n1 | ? | 2.5µM* | 13µM* | -38%[inhibitor][10.9 µM]
COc1cccc(C2CC(c3ccc(C)cc3)n3nc(N)nc3N2)c1 (configuration not stated) | -1.4% | -3% | 8% | 7%
COc1ccc(C(=O)N2CCC[C@@]3(CCN(C(=O)Nc4cccc(F)c4)C3)C2)cc1 | 1.0%[11.4 µM] | 1% | 3% | .
Cn1c(NCc2ccco2)nc2c1c(=O)n(Cc1ccc(Cl)cc1)c(=O)n2C | 1.5% | 8% | 4% | -14%
CCCCN(CCCC)C(=O)CN(C)S(=O)(=O)c1ccc2c(c1)c(=O)n(C)c(=O)n2C | -1.0% | -6% | 7% | 7%[10.9 µM]
CCOC(=O)C1C(=O)NC(N2CCN(c3ccccc3)CC2)=NC1c1ccco1 (configuration not stated) | -0.1% | 10% | 5% | -4%
Cc1cc(NCc2ccc(Cl)cc2)n2cnnc2n1 | ? | -13% | -10% | -16%[10.9 µM]
C=CCc1c(C)nc(SC)nc1Nc1ccc(C(=O)O)cc1 | 0.8% | -12% | -11% | -7%
CC1CCC/C(=C\Nc2ccc3c(c2)OCO3)C1=O (configuration not stated) | 11% | -15% | -24% | 4%
O=C(C1Cc2ccccc2CN1S(=O)(=O)c1cccs1)N1CCCCCC1 (configuration not stated) | 12% | -4% | -2% | -17%
CCOC(=O)c1ccc(NC(=O)CN2C(=O)CNC2=O)cc1 | -0.9% | -3% | 5% | 16%
Cc1cc(C(=O)N2CCC(C(F)(F)F)n3nccc32)on1 (configuration not stated) | 6.5% | 2% | -10% | 18%
Cc1ccc(S(=O)(=O)c2nnn3c2nc(NC(C)c2ccccc2)c2sccc23)cc1 (configuration not stated) | -2.6% | -28% | -3% | -11%[10.9 µM]
C=CCSc1nnc(-c2c[nH]c3ccccc23)n1CCOC | -0.5% | 6% | 4% | -7%
O=C(NC1CCCC1)c1cnn(-c2ccc(F)cc2F)c1C1CCNCC1 | 1.3% | -19% | 1% | -6%[10.9 µM]
O=C1[C@H]2O[C@@H]2[C@@H](O)[C@H]2[C@H]1CCn1c(=O)n(Cc3cc4c(cc3Cl)OCO4)c(=O)n12 | . | 1%[9.22 µM] | 9%[9.22 µM] | .
Nc1cc([N+](=O)[O-])ccc1O | 6.0% | -5% | -2%[1.84 µM] | -2%
COC(=O)c1cc(NC(=O)c2cc3c(-c4ccccc4F)nn(C)c3s2)cc(C(=O)OC)c1 | ? | 9% | 4% | -9%[10.9 µM]

# Complete entries as entered above. Order of values: IkB signaling | p53ts 39C kill | p53ts 32C kill | Peg3 imprint
# Cn1c(NCc2ccco2)nc2c1c(=O)n(Cc1ccc(Cl)cc1)c(=O)n2C as listed: 1.5% | 8% | 4% | -14%
# COC(=O)c1cc(NC(=O)c2cc3c(-c4ccccc4F)nn(C)c3s2)cc(C(=O)OC)c1 as listed: ? | 9% | 4% | -9%[10.9 µM]
# CCCCN(CCCC)C(=O)CN(C)S(=O)(=O)c1ccc2c(c1)c(=O)n(C)c(=O)n2C as listed: -1.0% | -6% | 7% | 7%[10.9 µM]
# CCOC(=O)c1ccc(NC(=O)CN2C(=O)CNC2=O)cc1 as listed: -0.9% | -3% | 5% | 16%
# Cc1cc(C(=O)N2CCC(C(F)(F)F)n3nccc32)on1 (configuration not stated) as listed: 6.5% | 2% | -10% | 18%

# New compounds follow
canonical_smiles | IkB signaling | p53ts 39C kill | p53ts 32C kill | Peg3 imprint
Cc1cnc(C(=O)Nc2ccccc2-c2nnn(CC(=O)NC3CCCC3)n2)cn1 | 2.8% | 8% | 3% | .
CC(=O)Nc1nnc(S(N)(=O)=O)s1 | -1.3%[25.6 µM] | 15% | 6% | -7%
CCC(C)N1C(=O)c2ccccc2C1C(=O)NC1CCCCCC1 (configuration not stated) | 0.2% | -4% | -5% | 10%
COc1c(Br)cc2c(C)c(C(=O)N3CCOCC3)oc2c1Br | -1.0% | -20% | -8% | -19%
Cc1ccc(C)c(N2CCN(C(=O)Cn3cnc4sc(C)c(S(=O)(=O)N5CCN(c6ncccn6)CC5)c4c3=O)CC2)c1 | 0.8% | -7% | 6% | -11%[10.9 µM]
COc1ccc(C)cc1NC(=O)CCC(=O)Nc1ccc2nc(N3CCN(C)CC3)cc(C)c2c1 | ? | -11% | -6% | -19%
CCc1ccc(NCc2cc3ccc(OC)cc3n(CC(=O)Nc3cccc(Cl)c3C)c2=O)cc1 | 1.0% | 29% | -8% | 6%[10.9 µM]
CCCc1cc(=O)[nH]c(=S)[nH]1 | -0.2% | -16% | 4%[1.84 µM] | -7%
COc1cccc(N2C(=O)C(CC(=O)Nc3cccc(F)c3)N(C(C)C)C2=O)c1 (configuration not stated) | 0.3% | -21% | 6% | -4%[10.9 µM]
CCCc1nnc(NC(=O)CSc2nnc3c4ccccc4n(CC)c3n2)s1 | ? | 7% | 7% | -7%[10.9 µM]
CCc1nnc(NC(=O)CSc2nnc(CCc3nc4ccccc4[nH]3)n2C)s1 | 0.9% | -7% | 1% | 1%
Nc1ncnc2c1nc(-c1ccccc1)n2[C@H]1O[C@@H](CO)[C@@H](O)[C@H]1O | 1.5%[11.4 µM] | -2%[9.22 µM] | -3%[9.22 µM] | -8%[10.9 µM]
Cc1cc(C)cc(-n2c(SCC(=O)NCc3ccco3)nc3c([nH]c4ccccc43)c2=O)c1 | 1.0% | -18% | -3% | -6%[10.9 µM]
CCOC(=O)CSCC(=O)Nc1cc(C)ccc1C | 1.0% | -4% | 13% | 7%
Cc1c(-c2ccc(Br)cc2)c(=O)oc2ccc(OC(=O)N3CCOCC3)cc12 | -2.3% | -20% | 2% | -7%[10.9 µM]
Cc1nc2cnc(N3CCNCC3)nc2n(C2CC2)c1=O | 1.0%[11.4 µM] | -3% | -5% | .
C=Cc1ccc(Cn2c(C(=O)O)c(CNCCc3ccco3)c3ccc(C)cc32)cc1 | -1.9% | -4% | 17% | -6%[10.9 µM]
Cc1ccc(C(=O)Nc2ccccc2C(N)=O)o1 | -0.9% | -19% | -21% | -51%[inhibitor]
COc1ccc2c(c1)CC(C(=O)Nc1cc(Cl)ccc1C)CO2 (configuration not stated) | -0.7% | -6% | -1% | -10%[10.9 µM]
FC(F)(F)c1cccc(NCc2cn3cccnc3n2)c1 | -1.0% | -6% | -7% | -10%

# Other records.
canonical_smiles | IkB signaling | p53ts 39C kill | p53ts 32C kill | Peg3 imprint
CCOc1ccc(CN(C(=O)c2cc(=O)c3cc(C)cc(C)c3o2)C2CCS(=O)(=O)C2)cc1 (configuration not stated) | 0.8% | 10% | 12% | -45%[inhibitor][10.9 µM]
O=C(c1ccccc1F)N1CCC(O)(c2cccnc2)CC1 | -0.1% | -8% | -2% | -2%
CN(Cc1ccccc1)C(=O)CCS(=O)(=O)c1ccc2c(c1)oc(=O)n2C | ? | 24% | -4% | 24%[10.9 µM]
CCN(CCCNS(=O)(=O)c1ccc2c(c1)CCN2C(C)=O)c1cccc(C)c1 | 10% | 10% | 10% | -14%
C[C@@H](CCCCC(=O)Nc1ccc(C(F)(F)F)cc1)NCCc1cnc[nH]1 | 0.2% | ? | -3% | -10%
Cc1coc2c1c(C)cc1oc(=O)cc(C)c12 | -0.6% | 1% | 5% | 1%[10.9 µM]
CCCC(=O)n1nc(-c2ccc(Cl)cc2)nc1SC | 0.5% | -9% | -3% | -14%
Cc1ccc(NC(=O)Nc2nnc(N3CCCCC3)s2)c(C)c1 | ? | 0% | -2% | 9%[10.9 µM]
O=C(Cn1c(=O)n(Cc2ccccc2)c(=O)c2sc3ccccc3c21)Nc1ccccc1 | 1.3% | 13µM* | ? | -17%[10.9 µM]
COc1ccccc1NC(=O)C1=C(C)Nc2nc(SCc3ccccc3Cl)nn2C1c1cccnc1 (configuration not stated) | ? | 10µM* | -14% | 24%[10.9 µM]
CCOc1cc(C(=O)N2CCn3c4c(c5cc(C)ccc53)CCCC42)cc(OCC)c1OCC (configuration not stated) | 1.3% | -3% | -5% | -11%[10.9 µM]
CCCNC(=O)Cn1nc(-c2ccc(F)cc2)c2cnc3ccc(F)cc3c21 | 0.0% | 12% | 6% | -10%[10.9 µM]
COc1ccccc1NC(=O)C1=C(C)Nc2nnnn2C1c1ccncc1 (configuration not stated) | 6.1% | -12% | 0% | -21%
COc1ccc(Cl)cc1Nc1nc(N2CCCC2)nc(N2CCCC2)n1 | -0.3% | 9% | -6% | 3%
O=C1N(CCCN2C(=O)C3(OCCO3)c3ccccc32)c2ccccc2C12OCCO2 | 1.1% | 4% | 0% | 0%
COc1ccc(N(CC(=O)NC2CCCCC2)C(=O)CNC(=O)c2ccco2)cc1OC | . | 11% | -2% | .
CC(C)CCNC(=O)CSc1nc2ccccc2nc1Cc1ccccc1 | ? | -21% | -4% | -3%[10.9 µM]
COc1ccc(C(c2nnnn2C(C)(C)C)N2CCN(c3nc4ccccc4s3)CC2)cc1OC (configuration not stated) | 2.4% | 17% | 20% | -7%
CCNc1ncc2nc(-c3cccs3)c(=O)n(CCC#N)c2n1 | -4.1%[11.4 µM] | 3% | 0% | -6%
CCC(=O)/C=C1\Sc2ccc(OC)cc2N1CC | -2.2% | 3% | -3% | 13%

# Next structures follow:
canonical_smiles | IkB signaling | p53ts 39C kill | p53ts 32C kill | Peg3 imprint
CCN(CC)CCCNC(=O)c1ccc2c(c1)NC(=O)C(CS(=O)(=O)Cc1ccc(F)cc1Cl)N2 (configuration not stated) | 0.6% | 43%[activator] | 6% | -11%[10.9 µM]
O=C(NC1CCN(S(=O)(=O)c2ccccc2)CC1)C1CCCCC1 | . | 19% | 9% | .
O=C1CCCC=C1[C@H](CCc1ccccc1)OC(=O)c1ccc(Br)cc1 | . | 3%[9.22 µM] | -9%[9.22 µM] | .
CC(C)OC(=O)CC(=O)CSc1nc2c(cc1C#N)CCC2 | -0.5% | 8% | 1% | -31%[inhibitor]
O=C(O)CCCC(=O)Nc1ccc(C(=O)N2CCCCC2)c(Cl)c1 | -1.6% | -2% | 3% | 5%
Cc1cccc(C(=O)c2ccccc2C(=O)O)c1O | -0.3% | -6% | -6% | -8%
O=C(Cn1c(=O)oc2cc(S(=O)(=O)N3CCCCCC3)ccc21)NC1CCCCC1 | 5.0% | -6% | 7% | -9%
Cc1cc(C)c(NC(=O)CSc2nc3nc(C)cc(C)n3n2)c(C)c1 | -3.9% | -4% | -10% | 5%[10.9 µM]
Cc1n[nH]c(C)c1S(=O)(=O)N(CC(=O)NC1CCCC1)c1ccc(C(C)C)cc1 | -0.4% | 0% | 4% | -12%
CCc1nnc(NC(=O)CN2CCN(c3ccccc3OC)CC2)s1 | 0.7% | 1% | 8% | -4%
CCOc1ccc(N=NS(=O)(=O)O)cc1 | 0.0%[11.4 µM] | -3%[9.22 µM] | -2%[9.22 µM] | -5%[10.9 µM]
Cc1cccc(N(CC(=O)NCCc2ccccc2)S(=O)(=O)c2ccccc2)c1C | ? | 26% | 7% | -16%[10.9 µM]
CCOc1ccc(-n2cc(-c3ccccc3)c3c(NCCc4ccccc4)ncnc32)cc1 | -2.2% | -22% | -4% | -12%[10.9 µM]
Cc1nnc(NC(=O)CSc2nnnn2Cc2ccccc2)s1 | 0.0% | 4% | 1% | 1%
O=C(CSc1nc(-c2cccc(Cl)c2)nc2cc(=O)[nH]n12)Nc1ccccc1 | ? | -4% | 6% | 14%[10.9 µM]
O=S(=O)(O)CCCc1cccc2ccccc12 | -0.7%[11.4 µM] | 1%[9.22 µM] | 2%[9.22 µM] | ?
COC(=O)c1ccccc1NC(=O)CSc1ccc(C)cc1 | . | -19% | -8% | .
CCN(CC)c1ccc(NC(=O)c2cnn(-c3ccccc3)c2-n2cccc2)c(C)c1 | 1.8% | ? | 0% | 13%[10.9 µM]
O=C(Nc1cccc(F)c1)N1CC=C(n2c(=O)[nH]c3ccccc32)CC1 | ? | ? | -9% | -21%
